EBI2 antag – EBI2 receptor antagonists, beta-arrestin recruitment, primary screen, cell-based, luminescence, 7a,25-OHC stimulation, uHTS | 7a,25-OHC stimulated | inhibition, % at 5 µM | 0.81% of 360,000 active | G-protein coupled receptor 183 (Homo sapiens), P32249; in the data active means inhibition above about 38%;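 further: enzyme fragment complementation signal reports receptor beta-arrestin coupling in cells; 0% = agonist plus DMSO wells and 100% = wells without agonist; some results beyond the cut were filed as inactive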
CXCR6 inh – CXCR6 receptor inhibitors, primary screen, cell-based, beta-arrestin, luminescence, CHO-K1 PathHunter, 1536-well; C-X-C chemokine receptor type 6 (Homo sapiens), O00574; inhibition, % at 20 µM; 0.36% of 360,000 active; in the data active means inhibition above about 34%, passing the limit was not always enough;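 further: antagonist mode with CXCL16 agonist at 10 nM final; 0% = 10 nM CXCL16 with DMSO and 100% = unstimulated wells without agonist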
CCR6 antagonist – CCR6 receptor antagonists, primary screen, cell-based, CHO-K1, luminescence, beta-arrestin, uHTS; C-C chemokine receptor type 6 (Homo sapiens), P51684; CHO-K1 CCR6 PathHunter beta-arrestin, CCL20-stimulated; inhibition, % at 20 µM; 0.49% of 340,000 active; AID 493098, 2011;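 active means compounds whose inhibition of the agonist-driven luminescence signal at 20 µM reaches about 50%, limit read from the data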;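 further: cells stimulated with CCL20 at 14 nM final; plate controls were DMSO with CCL20 for no effect and DMSO without agonist for full effect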
Target sequence (P51684 whole entry, looked up): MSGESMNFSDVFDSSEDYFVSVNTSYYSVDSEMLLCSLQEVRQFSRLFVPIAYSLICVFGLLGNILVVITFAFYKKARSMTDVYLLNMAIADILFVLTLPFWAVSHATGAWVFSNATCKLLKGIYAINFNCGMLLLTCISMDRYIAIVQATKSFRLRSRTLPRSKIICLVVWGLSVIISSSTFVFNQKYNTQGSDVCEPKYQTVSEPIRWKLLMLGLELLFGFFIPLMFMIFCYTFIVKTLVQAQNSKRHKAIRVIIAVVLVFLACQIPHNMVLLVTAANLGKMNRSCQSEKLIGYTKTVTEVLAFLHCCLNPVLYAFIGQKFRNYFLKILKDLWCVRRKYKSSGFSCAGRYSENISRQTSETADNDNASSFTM
ATG4B inhibitor – ATG4B protease inhibitors, primary screen, biochemical, fluorescence, uHTS | Cysteine protease ATG4B (Homo sapiens), Q9Y4P1 | ATG4B cleavage of LC3-PLA2, NBD-HPC fluorescence, 1 h | inhibition, % at 8.33 µM | 0.51% of 340,000 active | AID 504462, 2011; in the data active means inhibition above about 40%
Gli-Sufu block – Gli-Sufu pathway antagonists, primary screen, luciferase luminescence, Sufu-KO-LIGHT cells, uHTS | inhibition, % at 5 µM | 0.74% of 340,000 active | Sufu-KO-LIGHT fibroblasts, Gli luciferase reporter luminescence;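 active means inhibition above about 55%, limit read from the data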;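 further: 0% = DMSO-treated cells and 100% = wells with medium but no cells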
UBC13 polyUb – UBC13 polyubiquitin chain formation inhibitors, primary screen, biochemical, TR-FRET, uHTS; Ubiquitin-conjugating enzyme E2 N (Homo sapiens), P61088; inhibition, % at 20 µM; 0.47% of 330,000 active; AID 485273, 2010; in the data active means inhibition above about 45%, passing the limit was not always enough
Target sequence (P61088 whole entry, looked up): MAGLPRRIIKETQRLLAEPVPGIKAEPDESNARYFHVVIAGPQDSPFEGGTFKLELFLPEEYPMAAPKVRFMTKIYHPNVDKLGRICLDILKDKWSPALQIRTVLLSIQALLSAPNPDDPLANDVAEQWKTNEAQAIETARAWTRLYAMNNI
APJ ag – agonists of human apelin receptor APJ, primary screen, CHO-K1 cells, PathHunter beta-arrestin, luminescence; 0.11% of 330,000 active; P35414; AID 2520, 2010; 0% DMSO wells, 100% apelin; activation, % at 20 µM;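 active means activation more than six SD over the plate average, tested at 20 µM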;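 further: 0% = DMSO alone and 100% = apelin-13 at 10 nM; some results filed as inactive read as strong as hits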
Target sequence (P35414 whole entry, looked up): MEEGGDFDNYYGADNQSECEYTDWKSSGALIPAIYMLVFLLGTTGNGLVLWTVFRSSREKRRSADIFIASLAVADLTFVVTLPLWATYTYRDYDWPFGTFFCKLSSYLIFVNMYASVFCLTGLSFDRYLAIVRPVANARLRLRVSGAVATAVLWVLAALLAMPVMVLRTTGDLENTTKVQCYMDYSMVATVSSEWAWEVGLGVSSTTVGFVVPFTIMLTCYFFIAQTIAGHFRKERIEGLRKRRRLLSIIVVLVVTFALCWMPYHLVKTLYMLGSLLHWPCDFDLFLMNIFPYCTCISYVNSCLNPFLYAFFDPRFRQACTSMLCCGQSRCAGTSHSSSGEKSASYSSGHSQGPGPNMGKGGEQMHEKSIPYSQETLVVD
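Assay system: engineered CHO-K1 APJ arrestin reporter cells; Amount: 1000 CHO-K1 reporter cells seeded per well; Dosing: one dose, 20 µM compound, 1% DMSO; Times: compound stimulation 90 min at 25 °C, detection 60 min; Measured by: luminescent beta-gal fragment complementation, chemiluminescent substrate; Read-out: APJ–arrestin association signal; Controls: DMSO vs Apelin-13 10 nM.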
APJ antag – antagonists of human apelin receptor APJ, primary screen, CHO-K1 cells, beta-arrestin complementation, luminescence | AID 2521, 2010 | inhibition, % at 20 µM | 0.32% of 330,000 active;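 active means inhibition above about 40% at 20 µM, limit read from the data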;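 further: cells challenged with 10 nM apelin-13 agonist together with compound; plate controls were apelin-13 plus DMSO wells for no effect and DMSO wells lacking apelin-13 for full effect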
The depositor's hits bear a star; . = not tested or not shown.

Order of values: EBI2 antag, CXCR6 inh, CCR6 antagonist, ATG4B inhibitor, Gli-Sufu block, UBC13 polyUb, APJ ag, APJ antag
1. Cc1cc(C)c2nc(N3CCOCC3)c(C#N)cc2c1
 : 5, -3, -3, 3, 1, 5, -1, 12
2. Clc1ccccc1OCCCCN1CCCCC1
 : 6, 2, 12, -2, 10, -1, -3, -14
3. COc1ccc(CNCC2COc3ccccc3O2)cc1 (centres undefined)
 : 1, -2, 13, 4, -4, 3, -1, 14
4. COc1ccc(C(=O)N2CCCC2)cc1S(=O)(=O)N1CCC(C)CC1
 : -11, -4, -6, -11, 12, 0, 0, 0
5. O=C(c1cc2nc(-c3ccco3)cc(C(F)(F)F)n2n1)N1CCCc2ccccc21
 : -10, -2, 7, 2, -10, 8, -4, -7
6. Cc1cccc(N=C2NC(=O)/C(=C/c3cccnc3)S2)c1C
 : 10, -24, -1, 2, 4, -14, 0, 2
7. C=CCn1c(C)cc(C(=O)CN2NS(=O)(=O)c3ccccc3C2=O)c1C
 : -2, 1, 12, -7, -54, -3, -2, 7
8. Cc1cccc(C(=O)OCC(=O)N(C)c2ccccc2)c1C
 : -2, -21, 15, 12, 14, 3, -1, 8
9. O=S(=O)(c1cccs1)N1CN(Cc2ccccc2)c2nc3ccccc3nc21
 : 13, 1, 16, 3, -16, -3, -3, 2
10. COCCn1c(SCc2ccc(C(=O)OC)o2)nnc1-c1c[nH]c2ccccc12
 : -7, 8, 13, 5, 8, 8, -2, 4
11. COc1ccc(C(=O)Nc2cc(S(=O)(=O)N3CCCCC3)ccc2OC)cc1
 : 5, 6, 5, -6, -9, 4, -5, -7
12. Oc1cccc2c(NC(=S)Nc3ccc(OC(F)F)cc3)cccc12
 : 45*, -16, 6, -20, -47, -8, 5, -31
13. COC(=O)CC1(C(=O)OC)Oc2ccc(Br)cc2C(=O)N1c1cc(Cl)c(Cl)cc1Cl (centres undefined)
 : 30, 11, 16, -4, 0, 0, -4, 9
14. CC(=O)N1CCCc2cc(S(=O)(=O)NCc3ccc(C)cc3)ccc21
 : -6, -6, 22, -19, 5, 5, -1, 12
15. CCOC(=O)NC(=O)/C(N=Nc1ccc(C(F)(F)F)cc1)=C(\C)O
 : 7, 0, -2, -9, 18, 0, -2, -5
16. Cc1cccc(C(=O)N=C2SC3CS(=O)(=O)CC3N2c2ccccc2)c1 (centres undefined)
 : -7, -16, 5, -10, -3, 8, -1, 8
17. Cc1noc(C(=O)Nc2ccccc2C(F)(F)F)c1Cl
 : -11, -1, -1, -3, -6, 12, 1, 19
18. O=C(Nc1ccccc1)C1CCN(S(=O)(=O)c2ccc3c(c2)OCCO3)CC1
 : 2, -8, 7, 1, -12, 1, 2, -9
19. COc1cc(-c2nnn(Cc3ccccc3C)n2)cc(OC)c1OC
 : 9, 5, -1, 12, 0, 9, -5, 3
20. Cc1cc(NC(=O)COc2ccc3ccccc3c2Br)no1
 : -8, -9, -14, -2, -34, -17, 0, -8
21. O=C(CSc1n[nH]c(-c2cccnc2)n1)Nc1ccc([N+](=O)[O-])cc1Br
 : -8, 8, 5, -3, 40, 6, 4, -2
22. Cc1ccc(S(=O)(=O)N2C[C@@H]3[C@H]4CC[C@H](C4)[C@@H]3[C@@H](C)C2CC(=O)c2ccccc2)cc1 (some centres undefined)
 : 9, 4, 21, -3, -2, ., ., .
23. O=C(NC(=O)c1ccccc1)Nc1ccc(-c2cnco2)cc1
 : 3, 3, 2, -10, -28, 5, -2, 15
24. O=C(NCCc1nc2ccccc2[nH]1)/C(=C/c1ccco1)NC(=O)c1ccccc1Br
 : 3, 6, 1, 1, -4, -8, 1, 1
25. COc1ccc(CCNC(=O)CCn2c(=O)oc3ccccc32)cc1OC
 : -7, -6, 8, -8, -1, -4, -4, 2
26. Cc1cccc(C)c1OCC(=O)N/N=C/c1cc2c(cc1[N+](=O)[O-])OCO2
 : 4, -7, 15, 11, -5, -11, 6, -9
27. OCCC1CN(Cc2ccccc2OC2CCCC2)CCN1Cc1ccsc1 (centres undefined)
 : 3, 0, 23, -6, 26, 12, -5, 2
28. O=C(Cn1nnc(-c2ccccc2)n1)OCc1csc(-c2ccccc2)n1
 : -7, -9, -16, -9, -10, -1, -4, -16
29. CCOC(=O)c1ccc(-n2c(N)c(C(=O)NCC3CCCO3)sc2=S)cc1 (centres undefined)
 : 4, 0, 0, -9, -3, 0, -6, 23
30. CN(C(=O)CS(=O)(=O)c1cn(CC(=O)N2CCOCC2)c2ccccc12)c1ccccc1
 : 5, -9, -3, 28, -16, 0, -2, -7

Shown screen by screen: entries from further up
#24 O=C(NCCc1nc2ccccc2[nH]1)/C(=C/c1ccco1)NC(=O)c1ccccc1Br
#25 COc1ccc(CCNC(=O)CCn2c(=O)oc3ccccc32)cc1OC
#26 Cc1cccc(C)c1OCC(=O)N/N=C/c1cc2c(cc1[N+](=O)[O-])OCO2
#27 OCCC1CN(Cc2ccccc2OC2CCCC2)CCN1Cc1ccsc1 (centres undefined)
screen / no.	24	25	26	27
EBI2 antag	3	-7	4	3
CXCR6 inh	6	-6	-7	0
CCR6 antagonist	1	8	15	23
ATG4B inhibitor	1	-8	11	-6
Gli-Sufu block	-4	-1	-5	26
UBC13 polyUb	-8	-4	-11	12
APJ ag	1	-4	6	-5
APJ antag	1	2	-9	2

Further compounds follow:
Order of values: EBI2 antag, CXCR6 inh, CCR6 antagonist, ATG4B inhibitor, Gli-Sufu block, UBC13 polyUb, APJ ag, APJ antag
31. COc1ccc(NC(=O)CCN2C(=O)c3ccc([N+](=O)[O-])cc3C2=O)c(OC)c1
 : -9, -6, -4, 1, 11, -20, 6, -48
32. CC(=O)N1c2ccc(C)cc2C(c2ccccc2)CC1C (centres undefined)
 : 7, 0, 14, 1, 13, 4, -5, 22
33. CC(C)(C)N1C(=O)[C@H]2[C@@H](c3ccc(Br)cc3)N3C(=O)N(c4ccc(Br)cc4)C(=O)[C@@]3(Cc3ccccc3)[C@H]2C1=O
 : 11, 4, 9, -4, -10, -8, 1, 20
34. O=C(CCSCc1cccc(F)c1)NCCc1ccccc1
 : 19, -7, 6, 2, -17, 3, 0, 11
35. CN(C(=O)c1cccc(NC(=O)Cc2cccc(NC(=O)C3CCCN(C(=O)C4CCCC4)C3)c2)c1)C1CC1 (centres undefined)
 : -7, -10, -5, -1, 2, ., ., .
36. Cc1cc(C(=O)COc2cccnc2[N+](=O)[O-])c(C)n1-c1ccccc1F
 : -6, -5, 5, -7, 29, -8, -6, 8
37. Cc1ccc(Cc2nnc(SCC(=O)Nc3ccccc3)n(N)c2=O)cc1
 : 8, -3, 10, -15, -3, 5, -3, 16
38. COc1ccc(NC(=O)CN2CCN(c3nc(-c4ccc(F)cc4)cs3)CC2)c(OC)c1
 : -8, -12, 7, -10, 22, 1, -2, -3
39. CCN(CC(=O)Nc1c(F)cccc1F)C(=O)c1n[nH]c2ccccc12
 : -17, -5, 1, 1, 6, 2, -3, -3
40. O=C(NCC1CCC(C(=O)O)CC1)OCc1ccccc1 (centres undefined)
 : 2, 0, 4, 3, 4, 4, -1, -14
41. Nc1nc(Cn2nnc(-c3ccccc3F)n2)nc(N2CCOCC2)n1
 : 5, -3, -25, -8, -4, -6, -3, -1
42. NCc1cccc(-n2cccn2)c1
 : -4, -2, -5, -1, 2, 2, 0, -12
43. Cc1cc(C)cc(N(CC(=O)Nc2ccc(Br)cc2)S(=O)(=O)c2c(C)[nH]c(=O)[nH]c2=O)c1
 : 4, -3, 12, 2, 11, -15, -4, 31
44. O=C(COC(=O)c1ccc2c(c1)OCCO2)Nc1cc(Cl)ccc1Cl
 : -15, -8, 5, 2, -8, 6, 0, 17
45. Cc1ccc(C(=O)Cn2cc([N+](=O)[O-])nc2C)cc1
 : -9, 4, 1, 7, 1, -2, 2, 10
46. COc1cc(C(=O)N/N=C/c2ccccn2)cc(OC)c1OC
 : -5, 5, 7, -5, -11, -4, -2, -2
47. COC(=O)c1ccccc1NCCO
 : -22, -3, 9, -8, -6, 14, -4, 7
48. CC(=O)Nc1ccc(-c2csc(NNC(=O)c3ccc(C)cc3)n2)cc1
 : 8, 5, 10, -13, -7, 10, 1, 1
49. O=C(Nc1ccc(N2CCOCC2)c(S(=O)(=O)Nc2ccccc2Cl)c1)c1ccc(F)cc1
 : 9, 2, 1, -4, -11, -31, 2, -19
50. Cc1ccc(S(=O)(=O)CCNC(=O)Cc2ccc(Cl)cc2)cc1
 : 0, 2, 5, 7, 2, 4, -3, -8

Record cards (already shown). Order of screens: EBI2 antag, CXCR6 inh, CCR6 antagonist, ATG4B inhibitor, Gli-Sufu block, UBC13 polyUb, APJ ag, APJ antag
Nc1nc(Cn2nnc(-c3ccccc3F)n2)nc(N2CCOCC2)n1 is listed as 5, -3, -25, -8, -4, -6, -3, -1
Cc1ccc(S(=O)(=O)CCNC(=O)Cc2ccc(Cl)cc2)cc1 is listed as 0, 2, 5, 7, 2, 4, -3, -8
NCc1cccc(-n2cccn2)c1 is listed as -4, -2, -5, -1, 2, 2, 0, -12
COc1cc(C(=O)N/N=C/c2ccccn2)cc(OC)c1OC is listed as -5, 5, 7, -5, -11, -4, -2, -2
O=C(Nc1ccc(N2CCOCC2)c(S(=O)(=O)Nc2ccccc2Cl)c1)c1ccc(F)cc1 is listed as 9, 2, 1, -4, -11, -31, 2, -19

Returning to the listing, repeating the two entries before the break.
Order of values: EBI2 antag, CXCR6 inh, CCR6 antagonist, ATG4B inhibitor, Gli-Sufu block, UBC13 polyUb, APJ ag, APJ antag
49. O=C(Nc1ccc(N2CCOCC2)c(S(=O)(=O)Nc2ccccc2Cl)c1)c1ccc(F)cc1
 : 9, 2, 1, -4, -11, -31, 2, -19
50. Cc1ccc(S(=O)(=O)CCNC(=O)Cc2ccc(Cl)cc2)cc1
 : 0, 2, 5, 7, 2, 4, -3, -8
51. CCc1cc2c(CN3CCN(Cc4ccccc4)CC3)cc(=O)oc2cc1O
 : 8, 1, 6, -5, 5, 14, -2, -2
52. CCOC(=O)c1c(N)sc(-c2ccccc2)c1C
 : 6, 12, 59*, 10, -26, 3, -5, 2
53. O=C(c1cccc(S(=O)(=O)NCc2ccccc2)c1)N1CCN(c2ccccc2)CC1
 : -5, 7, 0, -1, 8, 12, -3, -6
54. O=C(COC(=O)c1ccccc1C(=O)c1ccc(Cl)c([N+](=O)[O-])c1)NC1CC1
 : 12, 30, 27, -13, -7, 18, 2, 19
55. O=C(N/N=C/c1ccc(N2CCOCC2)cc1)c1ccc(O)cc1
 : 1, -1, 7, -4, -4, -13, 0, -14
56. CCOC(=O)N1CCN(C(=O)c2ccc3c(c2)N(Cc2ccc(C)cc2)CCS3)CC1
 : 20, -10, 4, 3, 29, 19, 4, -2

Compound activity deposited in PubChem BioAssay by Sanford-Burnham Center for Chemical Genomics.
